LDHA block = LDHA (human) enzyme inhibition; P00338; purified LDHA, NADH/diaphorase-resazurin fluorescence; stronger effect = lower value; activity change, % (values are at about 110 or 230 µM); 480,000 tested, 0.15% active; AID 1347041; in the data active = activity change below about -30%;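 also: plate controls were DMSO wells for no effect and wells without enzyme for full effect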
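Enzyme activity of human lactate dehydrogenase 5 (2 nM; 0.06 mM NADH, 0.2 mM pyruvate, 5 min, RT) is measured via a resazurin/diaphorase fluorescence readout of residual NADH.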
Starred values were filed as active, the others as inactive. The list is partial (hit frequency here may not be typical).

LDHA block	structure
-8	CC(C)COc1ccc(-c2csc(N3CCC(C(N)=O)CC3)n2)cc1
-4	Cc1ccccc1Nc1nc(C(=O)NCc2ccccc2)cs1
-9	Cc1nc(-c2cccc(N3CC(C(=O)NC4CCCCC4)CC3=O)c2)no1 (configuration not stated)
12	c1ccc(Nc2cccc(Nc3nc(CN4CCOCC4)nc4sc5c(c34)CCC5)c2)cc1
-11	COc1cccc(C(=O)NC2CCCCC2)c1
14	CCC(C)c1ccc(NC(=O)c2nccnc2N)cc1 (configuration not stated)
2	O=C(Nc1ccc(Br)cn1)Nc1ccccc1Cl
-1	CC(C)c1ccc2oc(-c3cccc(NC(=O)c4cccnc4)c3)nc2c1
4	CCn1nc(C)c(NC(=O)c2cc3sccc3n2Cc2ccccc2)c1C
9	COc1cc(Br)c(C2CC(=O)NC(C)=C2C(=O)OCc2ccc(C)cc2)cc1OC (configuration not stated)
10	CCOc1ccc(S(=O)(=O)NCCc2sc(-c3ccc(OC)cc3)nc2C)cc1
0	Cc1ccc(Cl)cc1NC(=O)COc1ncnc2ccccc12

A draw from above in order of SMILES length, high to low:
LDHA block	structure
-1	CC(C)c1ccc2oc(-c3cccc(NC(=O)c4cccnc4)c3)nc2c1
0	Cc1ccc(Cl)cc1NC(=O)COc1ncnc2ccccc12
2	O=C(Nc1ccc(Br)cn1)Nc1ccccc1Cl

The results go on.
LDHA block	structure
15	COc1ccc(-c2nc3cc(NC(=O)c4cc(Cl)ccc4OC)ccc3o2)cc1
0	O=C(Nc1ccc(Oc2cnccn2)cc1)c1cc(F)cc(F)c1
-20	O=C(c1ccc(-n2cccn2)cc1)N1CCCC1c1ccc2c(c1)OCCCO2 (configuration not stated)
1	CCNC(=O)NC(=O)C(C)Nc1ccc2oc(C3CC3)nc2c1 (configuration not stated)
0	COC(=O)C1=C(CN2CCN(c3ccccn3)CC2)NC(=O)NC1c1ccc(C)cc1 (configuration not stated)
-8	COc1ccc(NC(=O)C(c2ccnc3ccccc23)n2c(=O)c(-c3ccco3)nc3ccccc32)cc1 (configuration not stated)
0	CCN(Cc1ccc(OC)c(F)c1)C(=O)COC(=O)c1nn(CC)c(=O)c2ccccc12
2	Cc1cc(OCc2nn[nH]n2)c2c(C)c(C)c(=O)oc2c1
-5	CN1CCN(c2oc(-c3ccccc3)nc2C#N)CC1
1	COc1ccc(OC(=O)c2cnccn2)cc1
-24	CCN(CC)S(=O)(=O)c1ccc(C(=O)N(c2ccccc2)c2nc(C)cs2)cc1
6	COc1nc2ccccc2nc1N1CCC(C(=O)Nc2cccc(C)c2)CC1

LDHA block	structure
-7	NC(=O)c1ccc(C(=O)OCc2nc3ccccc3o2)cc1
1	Cc1ccccc1NCCC(=O)N(C)Cc1ccc(C(=O)NCC(F)(F)F)cc1
12	COc1cccc2cc(S(=O)(=O)c3ccc(Cl)c(Cl)c3)c(=O)oc12
4	Cc1c(O)ccc2c(CN(C)CCOc3ccccc3F)cc(=O)oc12
1	CCCNC(=O)Cn1nc(-c2cccc([N+](=O)[O-])c2)c2ccccc2c1=O
-3	CCOc1ccc(-c2[nH]c3c(c2-c2ccc(OC)cc2)c(=O)[nH]c(=O)n3C)cc1OC
5	COc1ccc(OCCOC(=O)COc2ccc3ccccc3c2)cc1
15	O=S(=O)(CCc1ccccc1Cl)c1ccccc1
-7	CCC(CO)Nc1ncc2cc3ccccc3nc2c1C#N (configuration not stated)
-1	COC(=O)[C@@]12C[C@@H](CC(=O)N3CCN(C(=O)c4ccco4)CC3)C(=O)N(Cc3ccco3)C1=CCC(C)(C)C2
-8	CSc1ccc(/C=C2\Cc3ccccc3C2=O)cc1
-5	COc1ccc(C(=O)NC2CCC(C)CC2)cc1S(=O)(=O)N(C)C (configuration not stated)

LDHA block	structure
1	COc1ccc(S(=O)(=O)Nc2ccc(NC(C)=O)cc2)cc1NC(C)=O
6	COc1ccc(N2CCN(C(=O)C(=O)c3ccc(F)cc3)CC2)cc1
-2	COC(=O)c1c(C)[nH]c(C(=O)N2CCCC2c2cc(OC)ccc2OC)c1C (configuration not stated)
-3	Cc1nn(CC(=O)N2CCCCC2)c(C)c1S(=O)(=O)NC(C)(C)C
-5	c1ccc(-n2nnnc2C2(NC3CCCCC3)CCCC2)cc1
6	CCCCCCCCS(=O)CCCCCCCC
5	Cc1cc(C)c2c(c1)/C(=N/Nc1nc3ccccc3[nH]1)CCC2
-5	Cc1nn(C)c(C(=O)Nc2c(C)nn(C)c2C)c1Br
5	Cn1cnc2c1c(=O)n(CCCSCc1ccc(F)cc1Cl)c(=O)n2C
7	O=C(Cc1scnc1-c1cccs1)NCCc1ccc(Cl)cc1
3	N#CC(Cc1cccnc1)C(=O)Nc1ccc(F)cc1 (configuration not stated)
-1	CCNCc1ccc(-c2cccc(Cl)c2)o1

Grouped by structure, the entries above with two or more sulfur atoms (3)
LDHA block	structure
10	CCOc1ccc(S(=O)(=O)NCCc2sc(-c3ccc(OC)cc3)nc2C)cc1
-24	CCN(CC)S(=O)(=O)c1ccc(C(=O)N(c2ccccc2)c2nc(C)cs2)cc1
7	O=C(Cc1scnc1-c1cccs1)NCCc1ccc(Cl)cc1

(more compounds)
LDHA block	structure
9	CC(C)N(C(=O)Cn1c(CN2CCOCC2)nc2ccccc21)c1ccccc1
6	CCCCc1c(Cc2cccc(F)c2)ncn1CCc1ccccc1OC
3	O=C(/C=C/c1ccccc1Cl)OCC(=O)c1ccc(C2CCCCC2)cc1
3	CCOc1ccc2nc(NC(=O)CCNC(=O)c3ccccc3Cl)sc2c1
-13	CC(=O)Nc1ccc(S(=O)(=O)Nc2c(NC3CCCC3)c3ccccc3oc2=O)cc1
-16	CC1(C)CC(NC(=O)c2cc3cc(Br)ccc3oc2=O)CC(C)(C)N1
5	COc1ccc(/C=C2/C(=O)N(C)C(=S)N2C)cc1
5	CC(=O)C1(C)CC2(CC(COCC(C)C)OC2=O)C(=O)O1 (configuration not stated)
2	CCN(CC)CC(=O)NC(=O)NC1CCCCC1
0	CC(C)c1ccc(/C=N/O)cc1
-3	O=C(c1ccc2[nH]ccc2c1)N1CCN(Cc2ccccc2)CC1
-14	CN(C(=O)CNC(=O)NC(Cc1c[nH]c2ccccc12)C(=O)O)c1ccccc1 (configuration not stated)

LDHA block	structure
11	Cn1c(=O)c2c(nc(NC3CCCCC3)n2Cc2c(F)cccc2Cl)n(C)c1=O
-3	COc1ccc(-c2ocnc2C(=O)Nc2ccc3c(c2)OCCO3)cc1
0	CCOC(=O)[C@]12CCCC=C1N(CCC1=CCCCC1)C(=O)[C@H](CC(=O)NCCCCc1ccccc1)C2
8	COc1ccc(OCc2cc(C3Nc4ccccc4C(=O)N3Cc3ccccc3)ccc2OC)cc1 (configuration not stated)
1	Cc1ccc(C2(c3ccccc3)NC(=O)N(Cc3ncc(-c4ccccc4)o3)C2=O)cc1C (configuration not stated)
3	O=C(OCC(=O)C12CC3CC(CC(C3)C1)C2)c1ccc([N+](=O)[O-])s1
5	CN(C)CCN1CCN(C2CN(Cc3cn(Cc4ccc(C(F)(F)F)cc4)nn3)S(=O)(=O)C2)CC1 (configuration not stated)
10	O=c1cc(CN2CCN(CCO)CC2)c2cc(O)ccc2o1
-4	Cc1cc(=O)oc2cc(OCC(=O)N(C)C)c(Cl)cc12
-1	Cc1ccc2c(C)c(C(=O)O)oc2c1
2	COC(=O)[C@@H](CC(C)C)NC(=O)Nc1cccc(OC)c1
-3	CCCN(CCC)c1ccc(NS(=O)(=O)c2cccs2)cc1C(=O)O

LDHA block	structure
6	CCn1nc(C(=O)OCC(=O)Nc2ccc(Cl)c(C(F)(F)F)c2)c2ccccc2c1=O
2	CN(CC(=O)NC(C)(C)C)Cc1ccc(C#N)cc1
-1	CCOc1ccc(C2CC(c3ccccc3NS(C)(=O)=O)=NN2C(C)=O)cc1 (configuration not stated)
2	CCNc1nc(-c2cc(C)n(-c3cc(C)on3)c2C)cs1
-18	CC(C)c1cc(NCc2cccnc2)n2ncc(-c3ccccc3)c2n1
-11	O=C(COc1ccc(Cl)cc1Cl)NCCc1csc(-c2cccnc2)n1
8	COc1ccccc1CN(Cc1ccco1)c1cnc(S(C)(=O)=O)nc1C(=O)Nc1ccccc1
-18	Cn1c(NCc2ccccc2Cl)nc2c1c(=O)n(Cc1ccccc1F)c(=O)n2C
3	CC(C)c1ccc(CNCC2CCCO2)cc1 (configuration not stated)
8	CC(C)N1CCc2c(sc(NC(=O)C(C)(C)C)c2-c2nc3ccccc3s2)C1
-1	Cc1cc(Cl)ccc1-n1ncc2c(NCC3CCCO3)ncnc21 (configuration not stated)
8	CC(c1cccs1)N(C)C(=O)C1CCCC1 (configuration not stated)

Filtered by structure, those above containing a COOH group.
LDHA block	structure
-14	CN(C(=O)CNC(=O)NC(Cc1c[nH]c2ccccc12)C(=O)O)c1ccccc1 (configuration not stated)
-1	Cc1ccc2c(C)c(C(=O)O)oc2c1
-3	CCCN(CCC)c1ccc(NS(=O)(=O)c2cccs2)cc1C(=O)O

The listing continues.
LDHA block	structure
1	Cc1cccc2c(C(=O)NCCc3ccccc3)cc(-c3cccnc3)nc12
4	O=S(=O)(Nc1nc2ccccc2nc1Nc1cccc(F)c1)c1cccc(Cl)c1
-8	COc1cccc(CNC(=O)c2sc(-c3ccc(OC)c(OC)c3)nc2C)c1
1	N#CCCC(C#N)Cn1nc(-c2ccccc2)c2ccccc2c1=O (configuration not stated)
6	O=C(c1ccc(-n2cccc2)cc1)N1CCN(S(=O)(=O)c2cc(F)ccc2F)CC1
5	CC(C)(CNC(=O)CCNC(=O)C1CCCC1)c1ccc(Br)cc1
6	O=C(Nc1ccccc1C(=O)OCC(=O)N1CCC(Cc2ccccc2)CC1)c1ccco1
0	N#CCSc1nnc(-c2ccccc2)n1-c1ccc(Cl)cc1
0	CCOC(=O)[C@]12CCC=C1N(Cc1cccc3ccccc13)C(=O)[C@H](CC(=O)NCc1ccc(OC)c(OC)c1)C2
6	O=C(NCCS(=O)(=O)N1CCN(c2ccccc2F)CC1)c1ccccc1Br
8	COc1ccc(C(CC(=O)NCc2ccco2)Sc2n[nH]c(-c3ccc(F)cc3)n2)cc1 (configuration not stated)
-1	COc1cc(OC)c(C2C3=C(CC(C)(C)CC3=O)Nc3ccccc3N2C(C)=O)cc1OC (configuration not stated)

LDHA block	structure
9	Cc1ccc(C(=O)Nc2cccc3c2CCCC3)cc1C
-9	Cc1nn(CC(=O)N2CCc3ccccc32)c(C)c1S(=O)(=O)N1CCCC(C(=O)NC2CC2)C1 (configuration not stated)
0	Cc1cc2oc(C(=O)Nc3ccccc3C(F)(F)F)cc(=O)c2cc1C
-5	Cc1ccc(-c2nc(C#N)c(NCC(C)C)o2)cc1
2	c1ccc2cc(-c3ccn[nH]3)ccc2c1
-2	O=C(c1ccc(-c2ccccc2)cc1)C(O)c1ccc(-c2ccccc2)cc1 (configuration not stated)
2	O=C(CCC(=O)c1ccc2c(c1)OCCCO2)NC1CCCCCC1
12	CCCNC(=O)NC(=O)CN(Cc1cccs1)C1CC1
-12	O=C(c1cc(N2CCCCCC2)nc2ccccc12)N1CCOCC1
-3	C=C(C)Cn1c(SCC(N)=O)nc2c1c(=O)[nH]c(=O)n2C
11	O=C1c2ccc(-c3nc4ccccc4o3)cc2C(=O)N1Cc1ccncc1
-5	COc1cccc(OC)c1C(=O)N1CCN(Cc2cc(=O)oc3cc(C)ccc23)CC1

LDHA block	structure
-2	Cc1ccc(NC(=O)CCC2CCCC2)cc1C
69	Cc1ccc2c(N)c(C)ccc2n1
1	O=S(=O)(Nc1cccc2c1CCCC2)c1cccc(F)c1
-1	Cc1nnc2ccc(SCC(=O)Nc3c(F)cccc3F)nn12
-1	CCOc1cc(COC(=O)c2cccc(S(=O)(=O)N3CCCC3)c2)ccc1OC(F)F
4	CN(CC(=O)NC(=O)NCc1ccccc1)Cc1ccc(C(F)(F)F)cc1
4	O=C(COC(=O)C1C=CCCC1)c1ccc([N+](=O)[O-])cc1 (configuration not stated)
9	O=C(CCl)N(CCc1ccccc1)Cc1cccs1
-7	COc1ccc(-n2c(SCC(=O)N3CCc4ccccc43)nc3c(c2=O)SCC3)cc1
-4	COc1ccc2c(C)c(CC(=O)NCc3ccccc3Cl)c(=O)oc2c1
0	Cc1cccc(C(=O)NCc2ccco2)c1C
1	CCCCn1nnnc1C(c1cc2ccccc2o1)N1CCN(C(=O)OCC)CC1 (configuration not stated)

An excerpt from above in order of the LDHA block value, ascending:
LDHA block	structure
-11	COc1cccc(C(=O)NC2CCCCC2)c1
-3	CCCN(CCC)c1ccc(NS(=O)(=O)c2cccs2)cc1C(=O)O
-2	COC(=O)c1c(C)[nH]c(C(=O)N2CCCC2c2cc(OC)ccc2OC)c1C (configuration not stated)
-1	Cc1ccc2c(C)c(C(=O)O)oc2c1
6	CCCCCCCCS(=O)CCCCCCCC
7	O=C(Cc1scnc1-c1cccs1)NCCc1ccc(Cl)cc1
9	COc1cc(Br)c(C2CC(=O)NC(C)=C2C(=O)OCc2ccc(C)cc2)cc1OC (configuration not stated)

Next part.
LDHA block	structure
-12	CCOC1CCCc2oc(-c3ccc(OC)cc3)c(C#CCCO)c21 (configuration not stated)
-8	Cc1ccccc1NC(=S)N/N=C/c1ccccc1[N+](=O)[O-]
80	Oc1ccc(O)c([S+]2CCCCC2)c1
4	CCOC(=O)CN1C(C(=O)c2ccccc2)=C(OC(=O)c2ccco2)c2ccccc2S1(=O)=O
3	O=C(Nc1ccc(Cl)cc1)c1cccc(S(=O)(=O)C2CCS(=O)(=O)C2)c1 (configuration not stated)
6	CC(C)N1CCC(NC(=O)c2ccccc2C(=O)c2ccc(F)cc2)CC1
17	Cc1ccc2cc(C(=O)N(Cc3ccco3)C3CC3)[nH]c2c1
-3	C/C=C/c1ccc(OCC(=O)N2CCN(S(=O)(=O)c3cc(OC)ccc3OC)CC2)c(OC)c1
-3	COC(=O)C1=C(C)N(c2ccc3c(c2)OCO3)C(=O)NC1c1c(F)cccc1Cl (configuration not stated)
20	COC(=O)CNC(=O)c1ccc2ccccc2c1
2	Cc1cc(C)c2oc(C(=O)Nc3ccc(S(=O)(=O)Nc4onc(C)c4C)cc3)cc(=O)c2c1

Assay outcomes: PubChem BioAssay, National Center for Advancing Translational Sciences (NCATS)
